Compound activity from PubChem.
GDH-TPI inh: inhibits GDH-TPI coupling enzymes, artifact for Mtb FBA screen | GDH-TPI coupled enzyme counterscreen, NADH absorbance | inhibition, % at 4.8 µM | actives 1.2% (n = 360,000) | AID 588335; in the data active = inhibition above about 30%;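 also: 0% = DMSO wells and 100% = wells lacking the enzyme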
DUSP3 inh: DUSP3 (human) phosphatase inhibition. P51452. recombinant VHR phosphatase, pNPP absorbance. inhibition, % at 13.3 µM. actives 0.52% (n = 290,000). AID 1654; in the data active = inhibition above about 50%; also: some compounds called inactive have numbers as strong as hits
Target sequence (P51452 whole entry, looked up): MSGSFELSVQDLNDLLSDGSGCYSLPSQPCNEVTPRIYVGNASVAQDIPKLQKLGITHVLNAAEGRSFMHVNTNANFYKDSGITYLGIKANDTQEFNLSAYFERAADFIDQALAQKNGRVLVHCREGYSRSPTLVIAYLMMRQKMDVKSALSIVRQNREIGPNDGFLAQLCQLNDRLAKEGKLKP
BH1578 lux ind: inducers of Vibrio cholerae quorum light production without autoinducers | actives 0.16% (n = 350,000) | V. cholerae BH1578 lux reporter, luminescence, 6 h | activation, % at 18.7 µM; in the data active = activation mostly above about 9.7%, no sharp cut-off; also: not every result past the cut was called active; inactives centre near 0; reference of the scale not given here
Rv3671c inh: inhibits the M. tuberculosis serine protease Rv3671c. P9WHR9. inhibition, % at 5.96 µM. actives 0.048% (n = 320,000); in the data active = inhibition above about 38%;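 also: extracellular domain of Rv3671c used as enzyme; 0% = enzyme with DMSO and 100% = no enzyme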
BioA inh: BioA (M. tuberculosis) enzyme inhibition; inhibition, % at 9.99 µM; purified M. tuberculosis BioA enzyme, plate reader; actives 0.096% (n = 360,000); in the data active = inhibition above about 40%
MazEF act: increases E. coli MazEF RNase cleavage of RNA; FAM/BHQ RNA-DNA oligo cleavage fluorescence, 5 h; activation, % at 20 µM; P0AE70; actives 0.32% (n = 350,000); in the data active = activation above about 50%
Target sequence (P0AE70 whole entry, looked up): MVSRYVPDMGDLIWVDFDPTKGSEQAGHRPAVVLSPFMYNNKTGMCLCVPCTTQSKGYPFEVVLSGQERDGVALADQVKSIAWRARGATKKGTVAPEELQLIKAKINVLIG
Mtb UGM inh: blocks M. tuberculosis UGM enzyme; P9WIQ1; purified UGM, fluorescence polarization probe displacement; inhibition, % at 10 µM; actives 0.06% (n = 320,000); in the data active = inhibition above about 10%, passing the limit was not always enough
Target sequence (P9WIQ1 whole entry, looked up): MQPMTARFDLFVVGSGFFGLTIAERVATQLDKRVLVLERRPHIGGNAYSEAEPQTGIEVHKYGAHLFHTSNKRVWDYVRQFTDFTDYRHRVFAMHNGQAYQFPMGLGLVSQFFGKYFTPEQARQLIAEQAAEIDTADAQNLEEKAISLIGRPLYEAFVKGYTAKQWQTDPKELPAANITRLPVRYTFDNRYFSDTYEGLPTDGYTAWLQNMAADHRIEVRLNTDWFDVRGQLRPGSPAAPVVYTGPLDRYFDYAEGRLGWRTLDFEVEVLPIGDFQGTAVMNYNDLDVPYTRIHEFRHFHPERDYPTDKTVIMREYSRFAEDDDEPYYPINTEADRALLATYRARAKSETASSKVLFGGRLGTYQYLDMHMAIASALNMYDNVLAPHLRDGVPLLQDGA
SARS 3CLpro inh: SARS-CoV 3CLpro protease inhibition; recombinant SARS-CoV 3CLpro, quenched FRET peptide cleavage; AID 1706; actives 0.14% (n = 290,000); P0C6X7; inhibition, % at 6 µM; in the data active = inhibition above about 12%
PriA SSB inh: blocks PriA binding to SSB C-terminal tail | AlphaScreen SSBct-PriA binding, biotinylated peptide | actives 0.6% (n = 430,000) | inhibition, % at 33 µM; in the data active = inhibition mostly above about 37%, no sharp cut-off; inactive = mostly below about 20%;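 also: plate controls were negative control peptide for no effect and reference peptide for full effect; strong numbers were not always called active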
Mtb FBA inh: inhibitors of M. tuberculosis fructose-bisphosphate aldolase. P9WQA3. purified M. tuberculosis FBA, fluorescence read-out. inhibition, % at 1 µM. actives 2.3% (n = 360,000). AID 588726; in the data active = inhibition above about 27%;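 also: 0% = vehicle and 100% = reference inhibitor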
Target sequence (P9WQA3 whole entry, looked up): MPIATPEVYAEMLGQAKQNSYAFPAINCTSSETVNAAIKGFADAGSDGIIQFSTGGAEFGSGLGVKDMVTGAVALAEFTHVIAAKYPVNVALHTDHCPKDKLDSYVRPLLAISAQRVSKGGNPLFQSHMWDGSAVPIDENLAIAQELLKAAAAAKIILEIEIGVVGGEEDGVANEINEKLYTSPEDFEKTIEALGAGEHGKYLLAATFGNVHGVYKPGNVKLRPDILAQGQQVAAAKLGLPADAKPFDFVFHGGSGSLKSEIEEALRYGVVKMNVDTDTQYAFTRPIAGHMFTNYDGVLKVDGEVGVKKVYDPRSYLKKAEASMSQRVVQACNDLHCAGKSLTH
* marks the source's active call; other numbers are inactive results; i = inactive; . = no result given. An excerpt; count on the stated rates, not on these rows.

SMILES	GDH-TPI inh	DUSP3 inh	BH1578 lux ind	Rv3671c inh	BioA inh	MazEF act	Mtb UGM inh	SARS 3CLpro inh	PriA SSB inh	Mtb FBA inh
COc1ccc(CCN(C)CCCN2CC(c3ccccc3)CC2=O)cc1OC (configuration not stated)	-8	10	-0.3	-7	.	-1	1.1	7	2	2
Cc1ccc(NC(=O)CCOc2ccccc2)cc1S(=O)(=O)Nc1ccccc1Cl	5	-2	-0.3	-29	.	-2	2.1	7	-3	2
CCN1CCN(Cc2cccc(Oc3ccc(Cl)cc3)c2)CC1	2	23	i	-3	-0.3	13	0.6	0	8	0
O=C1Cc2ccccc2C(=O)N1Cc1cccc(Cl)c1	-9	11	i	.	-1.8	3	-0.6	3	-5	0
Cc1nccn1CCCNC(=O)c1nc(Cn2cc([N+](=O)[O-])cn2)no1	-4	-10	-0.8	-12	0.5	7	0.6	0	-18	-2
CC(C)Sc1nc2ccc(Br)cc2[nH]1	3	24	-0.1	3	.	-1	0.5	4	-7	7
Cc1cc(C)cc(N2C(N)=NC(N)=NC2c2ccccc2F)c1 (configuration not stated)	7	17	i	-7	.	-1	1.0	-10	-14	0
O=C(c1ccc(CNc2c(N3CCOCC3)c(=O)c2=O)cc1)N1CC=C(c2ccccc2)CC1	1	24	-0.3	7	1.4	-7	-1.8	-3	-21	-2
Clc1ccc(CSc2cnnc3ccccc23)cc1Cl	3	.	i	.	-1.8	8	.	.	-12	-5
COc1ccc(C(=O)CSc2nnc(-c3ccco3)n2C)cc1	1	11	-0.5	3	-0.7	-2	-3.7	2	-2	5
CCCc1cc2c(OC(=O)CC)c(-c3ccc(C(=O)OCC)o3)c(=O)oc2cc1OC	31	-4	-0.7	3	.	2	3.3	4	-6	.
Cc1ccc(-c2nn(-c3ccccc3)cc2C(=O)NC2CCC(O)CC2)cc1 (configuration not stated)	-2	.	i	-5	-0.8	-4	-1.0	.	3	3
N#CC12CCCCC1CC1CCCCC1(C#N)N2N (configuration not stated)	-2	14	i	4	.	0	-6.0	-1	-1	-4
Cc1noc(C)c1COc1ccccc1C(=O)NCCOc1ccccc1	1	.	-1.2	.	2.1	0	.	.	-15	0
NS(=O)(=O)c1ccc(CCNCc2cccnc2)cc1	6	14	-0.5	0	-0.8	11	-0.1	5	-23	0
COc1ccc(N2C(=O)C3CCCN3C2c2cccc(OC)c2)cc1 (configuration not stated)	-5	13	2.3	2	-0.3	6	-0.1	-3	-5	4
Cc1cccc(S(=O)Cc2ccc(C(=O)NC3CCN(Cc4ccccc4)CC3)o2)c1 (configuration not stated)	2	23	0.6	1	0.2	-2	0.8	-1	6	-1
CCOC(=O)C1CCN(C(=O)Nc2ccc(Cl)cc2Cl)CC1	-2	-11	i	8	-1.4	0	-0.8	-2	-16	1
COc1ccc(-n2nnc3c(=O)n(Cc4cccc(C)c4)cnc32)cc1	-1	15	-0.9	-7	0.1	20	-1.3	-1	-14	0
NS(=O)(=O)c1ccc(NC(=O)c2ccc(S(=O)(=O)N3CCc4ccccc43)cc2)cc1	3	18	i	-61	.	12	0.7	6	11	-2
CCOc1ccc2nc(NCCNC(=O)C(C)(C)C)c(C)cc2c1	1	24	-0.3	12	0.2	-10	3.9	5	-3	26
O=C(Cc1csc(-c2cccc(Cl)c2)n1)Nc1cccc(S(=O)(=O)NC2=NCCC2)c1	-4	.	i	-13	-1.4	-1	0.4	.	4	0
Cc1cc(=O)[nH]c(SCC(=O)NC2CCCCCCC2)n1	4	.	-2.1	-1	-2.4	3	1.0	.	-7	2
O=C(CSC1=NCCS1)N1CCOCC1	-13	25	.	5	-0.1	4	0.5	4	-9	-4
COc1ccc(C2C(C(=O)c3cccs3)=C(O)C(=O)N2Cc2cccnc2)cc1OC (configuration not stated)	9	6	-1.6	-9	.	5	1.3	4	-8	0

The last two entries of the part above are carried over, then new ones follow:
SMILES	GDH-TPI inh	DUSP3 inh	BH1578 lux ind	Rv3671c inh	BioA inh	MazEF act	Mtb UGM inh	SARS 3CLpro inh	PriA SSB inh	Mtb FBA inh
O=C(CSC1=NCCS1)N1CCOCC1	-13	25	.	5	-0.1	4	0.5	4	-9	-4
COc1ccc(C2C(C(=O)c3cccs3)=C(O)C(=O)N2Cc2cccnc2)cc1OC (configuration not stated)	9	6	-1.6	-9	.	5	1.3	4	-8	0
Cc1ccccc1C(=O)NNC(=O)C1CC(=O)N(Cc2ccccc2)C1 (configuration not stated)	-1	.	i	6	.	6	.	.	4	-2
O=C(Cc1ccc([N+](=O)[O-])cc1)Nc1ccc(C(=O)N2CCOCC2)cc1	1	10	i	-6	-1.0	8	-3.3	2	2	-2
NC(=O)C1CNc2ccccc2O1 (configuration not stated)	7	16	i	0	.	5	0.1	-3	4	1
O=C(CN1CCN(c2cccc(C(F)(F)F)c2)CC1)Nc1ccc2c(c1)OCCCO2	1	.	-4.5	.	0.2	3	.	.	.	-3
COC(=O)c1ccc(C2=NOC(C)(c3nnc(-c4cccc(Cl)c4)o3)C2)cc1 (configuration not stated)	8	.	-1.1	-3	-1.0	9	-5.1	.	-10	1
CCC(C(=O)NC1C(=O)N2C(C(=O)O)=C(CSc3nnc(C)s3)CSC12)c1ccccc1 (configuration not stated)	9	.	-2.7	-10	-0.9	-1	-0.1	.	-9	4
CCOc1ccc(-c2nnc(SCC(=O)N3CCNC3=O)o2)cc1	-2	.	i	11	-1.4	6	-2.0	.	3	-1
CCN(CC)CC(=O)c1c[nH]c2ccc(OC)cc12	20	23	-0.6	-7	0.1	5	-0.9	1	-5	9
COCCCNC(=O)Cn1cc(/C=C(\C#N)C(=O)N2CCN(c3ccccc3)CC2)c2ccccc21	14	3	-0.2	-1	.	2	0.9	0	-9	-2
CC(=O)C[C@H](O)CC(=O)[C@H]1OC(=O)[C@@H](C)C/C=C\Cc2ccccc21	3	.	i	-1	0.5	7	.	.	2	0
O=[N+]([O-])c1ccc(Cl)c(/C=N/N2CCN(C3c4ccccc4-c4ccccc43)CC2)c1	4	18	i	.	-0.8	-8	.	0	.	3
CC(=O)Nc1c(-c2ccc(C)cc2)nc2ccc(Cl)cn12	4	.	i	.	0.2	5	.	.	.	12
CSc1cccc(NS(=O)(=O)c2ccc3c(c2)CCN3C(C)=O)c1	-3	26	5.6	-12	-0.9	8	-0.6	-6	-2	2
CC(=O)Nc1ccc(NC(=O)c2csc([C@@H]3C[C@H](O)[C@@H](CO)O3)n2)cc1	7	.	0.0	.	-0.1	.	.	.	.	-1
COC(=O)c1ccc(CNC(=O)c2ccc(COc3ccccc3)cc2)cc1	0	8	-0.4	-12	.	-35	-2.5	-2	-15	-1
S=C(Nc1ccc(Br)cc1)N1CCCC1	-1	-5	-0.4	3	.	3	4.1	6	-1	2
C=C1C(O)C[C@@H](C(C)C)N(CC(C)C)S1(=O)=O (some centres not stated)	-4	.	1.2	.	-0.2	1	.	.	14	-1
CC(C)(C=O)Cc1cc(C(C)(C)C)c(O)c(C(C)(C)C)c1	2	.	-0.5	8	0.1	4	-1.0	.	-15	1
Cc1nc(Nc2ccccc2O)c2oc3ccccc3c2n1	5	10	2.4	.	-1.3	1	-3.0	-7	3	3
NS(=O)(=O)c1ccc(NC2=CC(c3ccc([N+](=O)[O-])cc3)N(c3ccc(S(N)(=O)=O)cc3)C2=O)cc1 (configuration not stated)	17	13	i	-113	21	-2	-2.9	-2	11	0
NC(=O)CN1CCCC1=O	-2	9	-3.0	-1	0.3	-18	-1.6	3	-4	10
CCC1(c2ccccc2)NC(=O)N(CC(=O)N(C)CC(=O)Nc2ccc(F)c(F)c2F)C1=O (configuration not stated)	5	.	i	2	.	4	-0.6	.	-10	2
Cc1ccc2ncnc(Oc3ncccc3NC(=O)C(C)(C)C)c2c1	0	13	-1.0	4	.	13	-1.7	-2	-11	-3
COc1ccc(OC)c(NC(=O)Cc2nn(C)c(=O)c3ccccc23)c1	1	9	.	2	-0.9	-6	-2.5	-2	-19	-4
Cc1cc(C(=O)Nc2cccc3cccnc23)ccc1[N+](=O)[O-]	3	23	i	-5	-0.9	7	0.9	4	-19	-1
Other results follow.
SMILES	GDH-TPI inh	DUSP3 inh	BH1578 lux ind	Rv3671c inh	BioA inh	MazEF act	Mtb UGM inh	SARS 3CLpro inh	PriA SSB inh	Mtb FBA inh
CCOC(=O)c1[nH]c(C)c(C(=O)NCc2ccc(C)cc2)c1C	-2	2	i	-2	-2.9	-9	1.4	4	-10	1
COc1cc(CN2CCC(C(=O)NCC(C)(C)CN(C)C)CC2)ccc1OCc1ccccc1	6	47	i	-1	-0.1	13	0.8	-3	-1	1
CN(CC#CC1(O)c2ccccc2-c2ccccc21)Cc1ccccc1	-3	2	-0.4	0	-1.5	9	-1.3	1	-6	1
CC(=O)Nc1cccc(-c2nc3ccccc3c(=O)o2)c1	-8	5	-0.2	4	0.6	2	-0.9	-1	5	0
Cc1cc(NC(=S)N(Cc2ccc(Br)cc2)Cc2ccc(C(=O)O)cc2)ccc1Cl	-7	-11	i	-12	.	-10	7.8	2	-6	-7
O=C(CSc1nnc2scc(-c3ccc(F)cc3)n12)NCc1ccco1	2	11	-0.4	0	0.6	2	0.8	3	-4	-2
CC[C@]12c3[nH]c4ccc(OC)cc4c3CCN1C(=O)C(CC(=O)NCCN1CCOCC1)C[C@@H]2C(=O)N1CCN(C(=O)c2ccco2)CC1 (some centres not stated)	0	.	-0.7	.	-0.9	7	.	.	-7	1
CCCCn1c(N)c(N(CCC(C)C)C(=O)CSc2nncn2-c2ccccc2)c(=O)[nH]c1=O	5	.	-2.7	1	.	0	.	.	-2	0
COc1ccc(N2CCN(c3ccnc4cc(Cl)ccc34)CC2)cc1	0	2	-0.1	-3	-1.0	10	2.4	1	4	-5
CC1(C)CC(=O)C(C(=O)/C=C/NCCc2ccccc2)C(=O)C1	13	10	-0.8	-7	.	2	-3.5	6	-4	4
COc1ccc(CNC(=O)c2c(C)cc(=O)oc2C)cc1OC	6	3	-0.2	-3	-0.3	2	-1.9	6	-24	1
O=c1[nH]cc([N+](=O)[O-])cc1Br	7	-11	-0.7	11	-0.7	3	5.0	0	-15	-5
CCC(C)(C)n1nnnc1C(c1cc2cc(C)cc(C)c2[nH]c1=O)N1CCN(Cc2ccc3c(c2)OCO3)CC1 (configuration not stated)	3	15	-0.4	.	-1.9	-5	.	4	-3	1
COc1ccc(Cl)cc1S(=O)(=O)N1CCCC1	6	-17	1.2	-7	.	4	1.8	1	-13	2
O=C(c1ccccc1)c1c[nH]c(C(=O)C(Cl)(Cl)Cl)c1	1	13	0.1	-7	.	1	-2.4	2	-10	-1
Cc1cccc(C(=O)Nc2ccc(C(=O)c3ccccc3)cc2)c1	2	.	-0.4	-10	-0.9	-2	2.6	.	-10	0
Cc1ccc(N2CC(C(=O)N3CCCc4ccccc43)CC2=O)cc1 (configuration not stated)	1	6	-0.4	10	1.0	-1	-2.7	4	-9	-1
CCOC(=O)C1CCN(S(=O)(=O)c2ccc3c4c2CC(=O)N4CC(C)S3)CC1 (configuration not stated)	8	6	-0.1	-9	0.6	8	-1.3	2	-2	5
CC(=O)c1c(C)[nH]c(C(=O)OCC(=O)NCCC(C)C)c1C	12	18	-0.2	-8	.	-3	-4.1	1	-6	-1

In another format: entries from further up
Second line of a record: GDH-TPI inh, DUSP3 inh, BH1578 lux ind, Rv3671c inh, BioA inh, MazEF act, Mtb UGM inh, SARS 3CLpro inh, PriA SSB inh, Mtb FBA inh
COc1ccc(CNC(=O)c2c(C)cc(=O)oc2C)cc1OC
    6, 3, -0.2, -3, -0.3, 2, -1.9, 6, -24, 1
CC(=O)c1c(C)[nH]c(C(=O)OCC(=O)NCCC(C)C)c1C
    12, 18, -0.2, -8, ., -3, -4.1, 1, -6, -1
CN(CC#CC1(O)c2ccccc2-c2ccccc21)Cc1ccccc1
    -3, 2, -0.4, 0, -1.5, 9, -1.3, 1, -6, 1
CCC(C)(C)n1nnnc1C(c1cc2cc(C)cc(C)c2[nH]c1=O)N1CCN(Cc2ccc3c(c2)OCO3)CC1 (configuration not stated)
    3, 15, -0.4, ., -1.9, -5, ., 4, -3, 1
O=c1[nH]cc([N+](=O)[O-])cc1Br
    7, -11, -0.7, 11, -0.7, 3, 5.0, 0, -15, -5
